# Compound activity from PubChem BioAssay.
# RmlCD inh mix: RmlC and RmlD coupled enzyme inhibitors, primary screen, biochemical, 384-well, compound mixtures, retest; 110,000 compounds, 0.39% hits; inhibition, % at 5.5 µM; RmlC/RmlD coupled enzyme inhibition, 384-well mixture HTS; in the data active = inhibition above about 30%, passing the limit was not always enough; note: strong numbers were not always called active
# RT RNaseH block: HIV-1 RT RNase H inhibitors, primary screen, biochemical, fluorescence; 65,000 compounds, 1.9% hits; RT-RNase H RNA/DNA duplex cleavage; Gag-Pol polyprotein (Human immunodeficiency virus type 1 group M subtype B (isolate …; inhibition, % at 10 µM; in the data active = inhibition above about 50%
# * hit, by the source's call; i = inactive; . = not tested or not shown. This is a subset; rates above refer to the full screens.
entry	smiles	RT RNaseH block	RmlCD inh mix
1	CCCCOc1nc2ccccc2nc1C(C#N)C(=O)NC1CCCCC1 (configuration not stated)	2.9	.
2	CCOC(=O)c1c(NC(C)=O)sc2c1C1CCN2CC1	.	-10.0
3	COCCCn1c(=N)c(C(=O)NCC2CCCO2)cc2c(=O)n3ccccc3nc21 (configuration not stated)	-0.1	69.4*
4	CC(=NCCCn1ccnc1)c1c(O)n(Cc2ccccc2)c(=O)[nH]c1=O	.	-6.7
5	CCCCCNc1nc(N2CCCC2)c2c(c1C#N)CCN(C)C2	-6.6	10.6
6	Cc1noc(NS(=O)(=O)c2ccc(NC(=O)CC34CC5CC(CC(Br)(C5)C3)C4)cc2)c1C	.	-15.1
7	Cc1cc(=O)[nH]c2c1c(=O)[nH]n2C1CC(C)N(C)CC1C (configuration not stated)	1.6	4.5
8	Cc1ccc(S(=O)(=O)NCCC(=O)Nc2ccc3c(c2)OCO3)cc1	-29.1	-7.5
9	OC(COc1cccc2ccccc12)CN1CCCC1 (configuration not stated)	.	2.5
10	O=C(NCCCN1CCCC1=O)Nc1ccc(F)c(Cl)c1	.	8.0
11	CCC1(C)Cc2ccccc2-c2nc(-c3ccccc3)oc(=O)c21 (configuration not stated)	.	20.0
12	COC(=O)C(Cc1ccc(O)cc1)NC(=O)c1ccccc1 (configuration not stated)	.	8.7
13	O=[N+]([O-])c1ccc(S(=O)(=O)NCCc2cn3ccccc3n2)cc1	.	4.4
14	CCOCCCNC(=O)N[C@@H](Cc1ccccc1)C(=O)OC	-4.0	-17.1
15	C=CCN(CC=C)S(=O)(=O)c1ccc(NC(=O)COc2ccccc2OC)cc1	.	-9.1
16	CCOC(=O)C1(S(=O)(=O)c2ccccc2)CCN(Cc2ccccc2)CC1	.	6.4
17	Cn1nc(-c2ccc(Cl)cc2)c2cc(C(=O)NC3CC3)sc21	-0.6	1.2
18	Cc1ccc(SCC(=O)c2cc(C)c(OC(=S)N(C)C)c(C)c2)cc1	.	-4.7
19	COc1ccc(N2CCN(C(=O)NC34CC5CC(CC(C5)C3)C4)CC2)cc1	.	5.4
20	O=C(Nc1ccccc1N1CCN(C(=O)c2ccc(Cl)cc2)CC1)c1ccc2c(c1)OCO2	28.6	1.1

# The list goes on, overlapping the part above by five compounds.
entry	smiles	RT RNaseH block	RmlCD inh mix
16	CCOC(=O)C1(S(=O)(=O)c2ccccc2)CCN(Cc2ccccc2)CC1	.	6.4
17	Cn1nc(-c2ccc(Cl)cc2)c2cc(C(=O)NC3CC3)sc21	-0.6	1.2
18	Cc1ccc(SCC(=O)c2cc(C)c(OC(=S)N(C)C)c(C)c2)cc1	.	-4.7
19	COc1ccc(N2CCN(C(=O)NC34CC5CC(CC(C5)C3)C4)CC2)cc1	.	5.4
20	O=C(Nc1ccccc1N1CCN(C(=O)c2ccc(Cl)cc2)CC1)c1ccc2c(c1)OCO2	28.6	1.1
21	Cc1ccc(S(=O)(=O)N(CC(=O)NCCC2=CCCCC2)Cc2ccccc2)cc1	.	2.9
22	O=C(Nc1ccccc1C(=O)O)c1ccc(NC(=O)c2ccc(Br)o2)cc1	.	-7.5
23	O=C(NC1CCCCC1)c1cc2nc(-c3ccco3)cc(C(F)(F)F)n2n1	3.6	-5.1
24	O=C(Cn1cnc2ccccc21)N/N=C/c1ccccn1	.	-14.9
25	CC(c1cccnc1)N(CCN(C)C)C(=O)Nc1ccc(Cl)cc1 (configuration not stated)	.	29.4
26	Nc1ncc(Br)cc1S(=O)(=O)NCCC(=O)Nc1cccc(Cl)c1	.	-4.6
27	COc1ccc(-n2nnnc2SCC(=O)Nc2nc3c(s2)CCCC3)cc1	.	-9.2
28	O=C(Nc1ccccc1)C1=C[C@H](c2csc3ccccc23)C[C@H](OCCCCO)O1	.	-17.7
29	COC(=O)C1=C(C)OC(N)=C(C#N)C1c1ccc(OC)c(OC)c1OC (configuration not stated)	0.1	-27.5
30	COC(=O)C1CC(=O)N(CCc2c[nH]c3ccccc23)C1 (configuration not stated)	.	25.9
31	O=S(=O)(Nc1ccc(Cc2ccncc2)cc1)N1CCCC1	-40.2	-14.8
32	COc1ccc(CNC(=O)[C@H](C)[C@@H]2C[C@@]2(C)[C@@H](NC(=O)OCc2ccccc2)c2ccccc2)cc1OC	.	7.1
33	CCCNC(=O)C(NS(=O)(=O)c1ccc2c(c1)c(=O)n(C)c(=O)n2C)c1ccccc1 (configuration not stated)	.	11.2
34	CCOCCCNC(=O)C1CC(=O)N(C2CCCC2)C1 (configuration not stated)	-4.0	-8.1
35	CCOC(=O)CSc1nnc2n(Cc3ccccc3)c(=O)c3c4c(sc3n12)CCC4	-8.9	-6.9
36	O=[N+]([O-])c1cc(/C=N/O)ccc1Sc1ccccc1	.	5.9
37	Cn1cnnc1SCC(=O)N(Cc1ccc2c(c1)OCO2)C1(C(=O)NC2CCCCC2)CCCC1	-3.1	-17.0
38	Cn1c(Cn2nnc3ccccc32)nnc1SCC(=O)NCc1ccc2c(c1)OCO2	-6.6	-14.1
39	CN1CCN(c2ccc(NC(=O)C(C)(C)C)cc2)CC1	-4.0	7.2
40	Cc1ccccc1C(OCC(O)CN1CCCCC1CCO)c1ccccc1 (configuration not stated)	2.5	3.0

# Continued; the last 2 above are carried over.
entry	smiles	RT RNaseH block	RmlCD inh mix
39	CN1CCN(c2ccc(NC(=O)C(C)(C)C)cc2)CC1	-4.0	7.2
40	Cc1ccccc1C(OCC(O)CN1CCCCC1CCO)c1ccccc1 (configuration not stated)	2.5	3.0
41	CC(=O)Oc1cc2oc(=O)cc(C)c2cc1OC(C)=O	-5.4	i
42	Cc1ccc(-c2cc(C(=O)O)n[nH]2)o1	-1.6	-2.3
43	CCC(=O)N1CCN(CCN=CC2=C(O)CC(c3cccs3)CC2=O)CC1 (configuration not stated)	-1.7	-4.4
44	O=C1CC(NCc2ccncc2)C(=O)N1c1ccc(Cl)cc1 (configuration not stated)	-1.2	-13.1
45	Cc1ccc(-n2nnc3c(=O)n(CC(=O)c4ccccc4)cnc32)cc1	.	-11.0
46	CCC(C)c1ccc(NC(=O)CSc2nncn2N)cc1 (configuration not stated)	.	0.7
47	COc1ccc(CCc2nc(C)ccc2O)cc1	.	4.0
48	CCC1Oc2ccccc2N(CC(=O)NCCN2C(C)CCCC2C)C1=O (configuration not stated)	3.3	11.8
49	CCN1CCCC1CNC(=O)C(=O)Nc1ccc(OC)cc1 (configuration not stated)	.	9.4
50	COc1ccc(-n2c(CSc3nc(C)cc(C)n3)nnc2SCC(=O)Nc2nccs2)cc1	3.5	51.7
51	O=C(Nc1ncc2c(n1)CC(c1ccco1)CC2=O)c1ccccc1 (configuration not stated)	-2.4	.
52	CCOc1ccccc1N1C(=O)CC(Nc2ccc(N3CCOCC3)cc2)C1=O (configuration not stated)	11.3	0.7
53	Cc1ccc(/C=C/C(=O)O)cc1S(=O)(=O)NCCO	.	10.4
54	O=C(NCCN1CCOCC1)NC1(C(F)(F)F)Oc2ccc(Cl)cc2O1 (configuration not stated)	45.4	.
55	Cn1/c(=N/N=C/c2ccc([N+](=O)[O-])cc2)sc2ccccc21	.	-3.8
56	O=C(Nc1ccc(-c2noc(CCc3ccccc3)n2)cc1)c1cccnc1	-9.7	-8.9
57	O=C(CCCCn1c(=O)c2ccccc2n(Cc2ccc(F)cc2)c1=O)NCc1ccco1	-1.9	-14.3
58	O=C(NCN1C(=O)C2C3C=CC(C3)C2C1=O)Nc1cccnc1 (configuration not stated)	.	3.6
59	CCCn1c(C(O)c2cc(OC)ccc2OC)nc2ccccc21 (configuration not stated)	-4.4	.
60	CCOc1cc(/C=N/NC(N)=O)cc(Br)c1OCC(=O)Nc1cccc2ccccc12	.	-12.9
61	CN(c1cccc(NC(=O)Nc2cccc(Cl)c2)c1)S(C)(=O)=O	4.1	9.1
62	COc1cccc(-c2nc(=S)c3c(n2Cc2ccco2)CCCC3)c1	-2.8	-12.5
63	CC(C(=O)NCC1(c2ccccc2)CCCC1)N1CCOCC1 (configuration not stated)	-9.2	1.2
64	Cc1ccc(-c2nnc(CSc3nc(C)nc4sc(C)c(C)c34)o2)cc1	-16.0	15.7
65	Cc1cccc(-n2c(CCn3nc(C)c([N+](=O)[O-])c3C)n[nH]c2=S)c1	.	-15.0
66	CC1CCN(C(=O)CSc2ccc(-c3ccc(F)cc3)nn2)CC1	21.7	.
67	CCOC(=O)C1=C(C)NC(C)=C(C(=O)OCC)C1c1ccc(OC)cc1	-17.4	-19.8
68	CCO[C@@H]1OC(C(=O)NCc2nc3ccccc3[nH]2)=C[C@H](c2cn(C(C)=O)c3ccccc23)[C@H]1CCCO	.	-17.7
69	CC(=O)C1=C(C)NC(SCC(=O)c2ccc(Cl)cc2Cl)=C(C#N)C1c1ccco1 (configuration not stated)	3.5	-1.3
70	CC(=O)Nc1ccc(S(=O)(=O)Nc2nnc(C(C)(C)C)s2)cc1	.	-22.6
71	S=c1nc(-c2cccc(Br)c2)[nH][nH]1	38.8	-13.6
72	O=S(=O)(c1ccc(Cl)c(C(F)(F)F)c1)N1CCN(CC(O)COCC2CCCO2)CC1 (configuration not stated)	-0.9	-9.7
73	CCOC(=O)c1cccc(NC(=O)C2CCC(CNc3c(N4CCOCC4)c(=O)c3=O)CC2)c1 (configuration not stated)	-6.4	-5.8
74	CCNC(=O)COc1ccc2ccccc2c1	-2.0	-10.9
75	Cc1noc(C)c1S(=O)(=O)N(CC(=O)N1CCCCCC1)c1ccc(C(C)C)cc1	-1.0	-12.2
76	CC1=C(C(=O)OCc2ccccc2)C(c2ccc(Br)cc2)NC(=O)N1CCCCCC(=O)O (configuration not stated)	.	4.3
77	c1ccc(C(c2nnnn2C2CCCCC2)N2CCc3ccccc3C2)nc1 (configuration not stated)	-7.7	12.8
78	CCOc1ccc(CCNC(=O)Cn2c(=O)oc3ccccc32)cc1OCC	.	2.3
79	O=C(C(F)C(F)(F)F)N1CCN(c2ccccc2)CC1 (configuration not stated)	-2.9	3.5
80	COc1cccc(NC2CC(=O)N(CCc3ccccc3)C2=O)c1 (configuration not stated)	1.7	6.2
81	O=C(c1sccc1-n1cccc1)N1CCCC1	-22.6	-11.4
82	CCC12C=CCN3CCC4(c5cc(Br)c(OC)cc5N(C)C4C(O)(C(=O)OC)C1OC(C)=O)C32 (configuration not stated)	.	-15.3
83	CSc1ccccc1C(=O)NCCSc1ccccc1	.	8.5
84	CCCc1nnc(SCc2ccc(OCC)cc2)n1N	-8.8	.
85	COc1ccc(N2C(=O)CCC(C(=O)NCc3cccnc3)C2c2ccc(OC)c(OC)c2)cc1 (configuration not stated)	.	39.9
86	COC(CNC(=O)c1ccc(N2CCCC2=O)cc1)OC	.	5.6
87	COC(=O)CSc1nnc(CNc2ccc(Cl)cc2)n1Cc1ccccc1	-1.1	5.3
88	Cc1ccc(C(=O)Nc2cnc3ccccn3c2=O)cc1	.	15.6
89	CC1=CC(C/C(C)=C/COc2ccc3ccc(=O)oc3c2)OC1=O (configuration not stated)	.	-2.3
90	Cc1ccc(S(=O)(=O)N2CCN(C)CC2)cc1-c1nnc2c3ccccc3c(C)nn12	-6.9	0.1
91	COc1ccc(NC(=O)c2cccnc2Cl)c(S(=O)(=O)N2CCOCC2)c1	.	-8.7
92	COc1ccc(-c2nnc3ccc(SCC(=O)N4CCN(c5ccccc5)CC4)nn23)cc1	36.1	.
93	CC1(C)N(OCc2ccccc2)C(=O)C(=O)N(OCc2ccccc2)C1(C)C	.	-14.7
94	CC1CCCN(c2nc3ccccc3nc2C(C#N)S(=O)(=O)c2cccs2)C1 (configuration not stated)	.	9.0
95	CCOC(=O)CCc1c(C)nc2cc(-c3ccc(Cl)cc3)[nH]n2c1=O	5.2	-0.3
96	O=C(Nc1cccc2ccccc12)c1nn(C23CC4CC(CC(C4)C2)C3)cc1Br	.	6.3
97	COc1ccc(-c2cc(C)nc(SCC(=O)c3cccc([N+](=O)[O-])c3)n2)cc1	.	-6.7
98	COC(=O)C1=CO[C@@H](OC2OC(CO)C(O)C(O)C2O)[C@@H]2C(CO)=CC[C@H]12 (some centres not stated)	.	-10.0
99	O=C(CC1Oc2ccc(Cl)cc2NC1=O)NC1CCCCCC1 (configuration not stated)	20.4	7.0
100	CCN(CC)CCC(c1ccc2c(c1)OCO2)c1c(O)cc(OC)cc1OC (configuration not stated)	.	11.5

# (cont.)
entry	smiles	RT RNaseH block	RmlCD inh mix
101	CCCCCOC(=O)c1[nH]c2c(c1C)C(=O)C(C(=O)OC)C(C)C2 (configuration not stated)	-11.7	-12.3
102	CC(=O)NC1(c2ccccc2)CCN(c2nc(C)cc(C)n2)CC1	-4.9	13.6
103	O=C(Nc1ccccc1C(=O)N1CCCCCC1)c1cccc(S(=O)(=O)N2CCOCC2)c1	-15.5	2.5
104	CC(=O)Cc1nsc(NC(=O)c2ccccc2)n1	-1.5	-22.2
105	CCN1CCN(Cc2oc(CO)cc(=O)c2O)CC1	.	-4.0
106	COc1ccc(C2NC(=S)N3C(c4ccc(OC)cc4)NC(=S)N23)cc1 (configuration not stated)	.	-31.2
107	CCOC(=O)c1ccccc1NC(=O)c1c(F)c(F)c(F)c(F)c1F	-19.8	-16.9
108	O=C(c1ccco1)N1CCN(C(=O)c2ccc(COc3ccc4c(c3)CCC4)o2)CC1	.	-0.9
109	COc1ccc2cc(CCNC(=O)c3cccs3)c(=O)[nH]c2c1	.	3.5
110	Cc1cc(C)c(Cc2c(C)nc3c(C(=O)NCc4ccco4)cnn3c2C)c(C)c1	.	-29.2
111	CCOC(=O)N1CCN(CC(=O)N2c3ccccc3CC2C)CC1 (configuration not stated)	-1.9	4.5
112	O=C(C1CCC1)N1CCc2cc(S(=O)(=O)NCc3cccnc3)ccc21	-13.6	-1.4
113	CCN1CCN(c2cc(C)c3cc(NC(=O)Cc4ccc(OC)c(OC)c4)ccc3n2)CC1	-0.2	12.4
114	COc1ccc(S(=O)(=O)N2CCN(C(=O)c3ccco3)CC2)cc1OC	.	6.4
115	CCOC(=O)c1oc2cccc(OC(C)=O)c2c1C	-8.9	-6.8
